# Screening data (PubChem)
# 15-hLO-2 inh: qHTS Assay for Inhibitors of 15-hLO-2 (15-human lipoxygenase 2); Polyunsaturated fatty acid lipoxygenase ALOX15B (Homo sapiens), O15296; purified 15hLO-2, xylenol orange hydroperoxide absorbance; Potency, µM (series often up to 57.1 µM), for the others: top-dose activity change, negative = inhibition, most hits filed as inhibitors; 110,000 tested, 0.56% active; further: potency means the concentration at half of the fitted maximal effect; nearly all actives have a fitted effect of over 60% in size; many of its hits are not listed in these tables
# Target sequence (O15296 whole entry, looked up): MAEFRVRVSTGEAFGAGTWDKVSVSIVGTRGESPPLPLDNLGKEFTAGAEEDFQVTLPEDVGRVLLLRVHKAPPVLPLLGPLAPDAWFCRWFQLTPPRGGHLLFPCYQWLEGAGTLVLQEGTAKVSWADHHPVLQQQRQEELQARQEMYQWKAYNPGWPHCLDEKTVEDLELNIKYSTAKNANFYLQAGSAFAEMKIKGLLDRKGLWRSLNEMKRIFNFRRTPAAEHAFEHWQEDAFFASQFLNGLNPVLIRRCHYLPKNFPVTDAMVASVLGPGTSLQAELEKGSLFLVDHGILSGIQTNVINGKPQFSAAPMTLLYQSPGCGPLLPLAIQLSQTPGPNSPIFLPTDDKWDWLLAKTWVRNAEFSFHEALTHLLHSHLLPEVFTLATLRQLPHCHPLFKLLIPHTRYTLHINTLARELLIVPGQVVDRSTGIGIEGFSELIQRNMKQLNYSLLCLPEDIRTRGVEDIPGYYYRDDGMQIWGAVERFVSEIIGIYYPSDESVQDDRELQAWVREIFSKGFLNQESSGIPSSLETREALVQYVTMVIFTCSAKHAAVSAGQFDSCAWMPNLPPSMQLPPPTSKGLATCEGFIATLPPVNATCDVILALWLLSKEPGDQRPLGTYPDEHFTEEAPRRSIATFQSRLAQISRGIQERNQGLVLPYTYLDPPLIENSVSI
#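 Purified human 15hLO-2 (50 nM) preincubated 15 min with compound, then 45 uM arachidonic acid for 90 min at RT in 25 mM Hepes pH 7.5, 0.01% Triton X-100. Hydroperoxide detected by Fe-xylenol orange; 573/405 nm absorbance ratio.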
# IMPase cell inh: qHTS Assay for Identifying the Cell-Membrane Permeable IMPase Inhibitors | Inositol monophosphatase 1 (Rattus norvegicus), P97697 | CHO-M1 cells, IP1 accumulation, HTRF TR-FRET ratio | inhibition (IP1 accumulation), % at 46.1 µM | 120,000 tested, under 10 active; active means well fitted curve in the direction sought with a large enough effect in the signal ratio, not every such curve was filed as active; inconclusive means small, poorly fitted or top-dose-only effect, or a change in a side signal; inactive means no such curve, though single readings can be large or run the other way; the % refers to the signal ratio;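 further: cells stimulated with carbachol in lithium chloride buffer; plate controls were DMSO basal wells for no effect and reference inhibitor wells for full effect; higher means more IMPase inhibition seen as more IP1 and lower FRET ratio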
# Target sequence (P97697 whole entry, looked up): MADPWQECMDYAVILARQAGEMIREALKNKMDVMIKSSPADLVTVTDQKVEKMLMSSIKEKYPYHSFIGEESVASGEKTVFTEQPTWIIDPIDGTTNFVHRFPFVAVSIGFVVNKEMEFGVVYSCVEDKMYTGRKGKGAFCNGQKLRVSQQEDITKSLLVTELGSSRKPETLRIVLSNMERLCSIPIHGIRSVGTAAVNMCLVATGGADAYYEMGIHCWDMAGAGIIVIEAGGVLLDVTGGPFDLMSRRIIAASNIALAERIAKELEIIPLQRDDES
#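 CHO-M1 cells (CHO stably expressing M1 receptor), compound up to 46 uM final, stimulated with carbachol (50 uM as added) in buffer with 50mM LiCl, pH 7.4, 30 min at 37C. Cytosolic IP1 read by TR-FRET; AC50 from Hill fits.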
# 12-hLO inh: qHTS Assay for Inhibitors of 12-hLO (12-human lipoxygenase); purified 12-hLO, xylenol orange hydroperoxide absorbance; 150,000 tested, 0.12% active; AID 1452, 2008; Potency, µM (titrated, usually from 57.1 µM), for the others: top-dose activity change, negative = inhibition, hits mostly inhibitors; further: potency means the concentration at half of the fitted maximal effect; nearly all actives have a fitted effect of over 55% in size; many of its hits are not listed in these tables
#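 Xylenol orange chromogenic assay: hydroperoxide from 12hLO oxidises Fe(II), giving red-shifted Fe(III)-XO absorbance. Conditions: 150 nM enzyme, 40 uM arachidonic acid, 25 mM Hepes pH 7.0, 0.01% Triton X-100, 30 min, room temperature.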
# PNC assembly inh: High Content Assay for Compounds that inhibit the Assembly of the Perinucleolar Compartment. PC3M PTB-GFP, PNC prevalence imaging, 16 h; stronger effect = lower value. activity change (PNC), negative = inhibition, % at 10 µM. 140,000 tested, 3.1% active;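 active means readout at or below -70, meaning at least 70% loss of cells showing the perinucleolar compartment, a nuclear body marking cancer cells; inconclusive means readout between -30 and a set limit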;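 further: plate controls were DMSO wells for no effect and camptothecin positive control wells for full effect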
#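 Read-out is percentage of cells bearing a perinucleolar compartment, from automated 20x imaging of fixed, Hoechst-stained PC3M PTB-GFP cells. Cells were seeded 4 h, then exposed 16 h to compound (23 nl of library stock) in duplicate plates.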
# The depositor's hits bear a star; ? = inconclusive; · = not tested or not shown; [ ] = dose if it differs, or a comment. Unless noted, the call rests on the fitted dose curve; in most records, active means well fitted curve in the direction sought with a large enough effect; inconclusive means small, poorly fitted or top-dose-only effect, or another doubt; inactive means no such curve, though single readings can be large; an effect the other way counts as inactive or inconclusive. Unless noted, on the % scale 0 is the no-effect control and ±100 the full control effect.
SMILES,15-hLO-2 inh,IMPase cell inh,12-hLO inh,PNC assembly inh
CCOC(=O)CC(=O)CSc1ccc2nnc(-c3ccccc3)n2n1,5%[11.4 µM],8[1.84 µM],3%,?
O=C(NC1CCCCC1)n1c(=O)oc2ccccc21,-1%,-2,-7%,-14
Cc1ccc(NN=C2C(=O)OC(C)(C)OC2=O)c(C)c1,·,·,-3%,58
Cc1nn(Cc2ccccc2)c(Cl)c1C(=O)OCc1nnc(-c2ccccc2)o1,-3%,19,1%,-13
O=c1[nH]n(-c2ncnc3c2cnn3-c2ccccc2)c(=O)c2ccccc12,-2%,12,-3%,12
O=S(=O)(c1ccc(Br)c2nsnc12)N1CCOCC1,·,·,0%,-20
CC(C)(C)OC(=O)N1CCC[C@H]1c1nnc(SCc2ccccc2Cl)o1,-2%,4,2%,-114*
Cc1ccc(-c2nc(N)sc2-c2ccccc2)cc1C,·,·,-3%,-4
O=C1OC(Nc2ncccn2)c2ccccc21 (stereo not given),4%,5,8%,-15
CCOc1ccc(N2C(=O)CC(SCCN)C2=O)cc1 (stereo not given),-12%,-6,3%,26
CCCc1nc2sc3c(c2c(=O)n1NC(=O)CCCl)CCCC3,-5%,-1,-6%,33
CCOC(=O)c1cnn(-c2nc(-c3cccc(F)c3)cs2)c1C(F)(F)F,·,13,-3%,?
CCn1c(=O)c(-c2ccccc2)c(O)c2ccccc21,1%,-5,-2%,-11
COc1cc(NS(=O)(=O)c2ccc(N/C=C(\C=O)c3nc4cc(Cl)ccc4o3)cc2)nc(OC)n1,-9%,-3,16µM*,-105*
O=C(NC1CCCC1)C(c1ccccc1)N(Cc1ccco1)C(=O)Cc1cccs1 (stereo not given),·,3,-1%,?
COCc1nc2ccccc2n1CCCOc1ccccc1,6%,4,-2%,-106*
COCC(=O)Nc1nnc(COc2ccc(Cl)cc2)s1,·,16,-4%,-18
C=CCn1c(SCC(=O)Nc2ccc(N(C)C)cc2)nnc1-c1cccc(C)c1,-6%,6,-12%,-18
C1=CCC(/C=N/n2cnnc2)CC1 (stereo not given),-2%,3,1%,?
Cc1ccc(NC(=O)Nc2nnc(Cc3ccc([N+](=O)[O-])cc3)s2)cc1C,·,1,1%,31
CCOc1ccc(-c2nnn(CC(=O)Nc3cc(OC)cc(OC)c3)n2)cc1OCC,-2%,10,0%,6
CCn1c(SCC(=O)Nc2ccc(C(=O)OC)cc2)nc2cccnc21,·,4,7%,-23
Cc1nc2ccccc2c(=O)n1NC(=O)Cc1ccc(Br)cc1,0%,8,-3%,-1
CNC(=O)c1ccccc1-c1ccccc1,1%,3,-2%,-13
COc1ccc(/C(O)=C2/C(=O)C(=O)N(CCN3CCOCC3)C2c2cccnc2)cc1OC (stereo not given),·,?,-4%,212

# In another format: 2 of the compounds above
SMILES | 15-hLO-2 inh | IMPase cell inh | 12-hLO inh | PNC assembly inh
Cc1ccc(NN=C2C(=O)OC(C)(C)OC2=O)c(C)c1 | · | · | -3% | 58
Cc1nn(Cc2ccccc2)c(Cl)c1C(=O)OCc1nnc(-c2ccccc2)o1 | -3% | 19 | 1% | -13

# Carrying on:
SMILES,15-hLO-2 inh,IMPase cell inh,12-hLO inh,PNC assembly inh
c1ccc(-n2c(-c3ccncc3)nnc2-c2ccco2)cc1,-1%,-1,-5%,-11
c1ccc(Oc2cccc(OCCCCSc3ncccn3)c2)cc1,11%,9,-3%,11
COc1cc(C(C)=O)ccc1OCC(=O)c1cc(C)n(C2CC2)c1C,-12%,5,-6%,-15
Cc1cccc(Oc2nc(-c3cccc([N+](=O)[O-])c3)nc3ccccc23)c1C,4%,19,-2%,-2
CC1CCC(C(C)C)C(OC(=O)CSc2n[nH]c(=O)[nH]c2=O)C1 (stereo not given),-8%,4,-6%,27
COc1cc(C(c2sc3nc(C)nn3c2O)N2CC(C)CC(C)C2)cc(OC)c1OC (stereo not given),·,-26,1%,-3
O=C(CSc1nc2ccccc2n1S(=O)(=O)c1ccccc1)N1CCCC1,·,-9,-2%,32
CCOC(=O)c1cc(-c2ccccc2)sc1N,·,·,-11%,55
CCCN1C/C(=C/c2ccc3c(c2)OCO3)C(=O)/C(=C/c2ccc3c(c2)OCO3)C1,·,-9,-11%,-20
O=C(Cc1csc(-c2ccccc2)n1)NCc1ccc(F)cc1,·,-6,-3%,29
Cc1ccc(-n2nnnc2SCc2nnc(-c3ccccc3Br)o2)cc1,-11%,-10,-11%,16
O=C(CCN1C(=O)c2ccccc2C1=O)Nc1nc2ccccc2s1,·,·,2%,-19
Cc1nnc(SCc2ccc(C(=O)O)cc2)s1,0%,1,-6%,-17
Cc1c(Cl)c([N+](=O)[O-])nn1CC(=O)NC1CCCCC1,12%,0,3%,86
Cn1ccnc1Sc1nc2c(c(=O)n(C)c(=O)n2C)n1C,1%,2,-6%,?
CCC(=O)N1CCc2cc(S(=O)(=O)NC(C(=O)NC(C)c3ccccc3)C(C)C)ccc21 (stereo not given),-12%,-7,-2%,?
COc1ccc(S(=O)(=O)NCCSCc2ccco2)cc1,-6%,-11,-14%,?
COC(=O)c1cc(OC)c(OC)cc1NC(=O)c1ccc(C)o1,4%,6,2%,-13
COc1ccc(NC(=O)Cn2ncc(Cl)c(Cl)c2=O)cc1S(=O)(=O)N1CCOCC1,·,·,-4%,-26
COc1cccc(CN(CC(=O)NC2CCCC2)C(=O)Cn2nnc(-c3cccs3)n2)c1,2%,10,4%,10
CCn1c(SCC(=O)Nc2ncc(C(F)(F)F)cc2Cl)nnc1-c1ccccc1,·,1,0%,?
COc1ccccc1Nc1ncnc2ccccc12,9%,0,-6%,-22
O=C(N/N=C/c1cccc(OCC(=O)N2CCCC2)c1)C(=O)Nc1ccccc1F,·,·,2%,17
Cc1ccc(C(NC(=O)/C=C\c2ccc3c(c2)OCO3)C(=O)Nc2ccc3c(c2)OCO3)cc1 (stereo not given),·,·,-2%,?
Cc1ccc2c(c1)c(C)c(C)n2CC(O)CN1CCCCC1C (stereo not given),22%,4,-1%,8

# Profiles, quoted from the list.
# Cc1nnc(SCc2ccc(C(=O)O)cc2)s1 across the screens: 15-hLO-2 inh: 0%; IMPase cell inh: 1; 12-hLO inh: -6%; PNC assembly inh: -17
# CC(C)(C)OC(=O)N1CCC[C@H]1c1nnc(SCc2ccccc2Cl)o1 across the screens: 15-hLO-2 inh: -2%; IMPase cell inh: 4; 12-hLO inh: 2%; PNC assembly inh: -114*

# The results go on:
SMILES,15-hLO-2 inh,IMPase cell inh,12-hLO inh,PNC assembly inh
CCOc1cc(NC(=O)c2cnccn2)c(OCC)cc1NC(=O)c1ccc(OC)cc1,-5%,12,-2%,-5
Cc1oc2cc(O)ccc2c(=O)c1Oc1ccc2ccccc2c1,-3%,-4,-6%,34
CC1=C(C(=O)NCc2ccccc2)C(c2ccccc2OCC(N)=O)NC(=O)N1 (stereo not given),-1%,5,0%,59
O=C(c1cccc(S(=O)(=O)N2CCOCC2)c1)N(CCO)Cc1ccccc1,-6%,2,5%,56
CC(=NCc1ccco1)c1c(C(F)(F)F)[nH]n(-c2nc3ccccc3s2)c1=O,3%,0,-11%,?
Cn1c(SC2C(=O)CC(C)(C)CC2=O)nnc1-c1ccco1,10%,?,-6%,4
CCN(CC)S(=O)(=O)c1ccc(F)c(C(=O)NCCC(C)C)c1,·,8,0%,-100*
CCc1cc(C(c2ccncc2)N2CCN(C)CC2)c(NC(=O)c2ccccc2)s1 (stereo not given),·,·,4%,?
CCNc1c2c3c(cccc3n(C)c1=O)C(=O)c1ccccc1-2,-5%,-3,-14%,?
CCOCC(=O)Nc1nc2ccc(S(C)(=O)=O)cc2s1,-4%,10,3%,-6
CCCc1cc(N2CCCC(C(=O)NCc3ccc4c(c3)OCO4)C2)n2ncnc2n1 (stereo not given),-7%,5,-7%,?
COc1ccccc1CNC(=O)CSc1nc(N)c(C#N)c(-c2cccs2)c1C#N,-10%,-1,-7%,71
C=C1CC23C[C@H]4[C@@H]5[C@@]6(C)C[C@H](OC(=O)c7ccccc7)[C@@H](OC(C)=O)[C@]57[C@@H]2[C@@H](OC(C)=O)[C@H]1[C@@H](O)[C@H]3[C@H]7N4C6,6%[25.6 µM],5[20.6 µM],-5%[25.6 µM],·
O=C(CCNc1ccc(F)cc1)c1cccc([N+](=O)[O-])c1,-25%,1,-8%,14
Cc1noc(C)c1-c1nc(Nc2ccncc2)c2ccccc2n1,-29%,·,-7%,·
CN(C)C(=O)CCN1CCOCC1,5%,2,-4%,?
O=C(CSc1ncnc2c1nnn2-c1ccc(F)cc1)NCC1CCCO1 (stereo not given),1%,3,4%,-16
COc1ccccc1NC(=O)CSc1ccc2nnc(-c3ccccn3)n2n1,7%,3,-4%,8
Cc1ccc(S(=O)(=O)Nc2nc(C)c(NC(=O)Nc3ccc(Cl)cc3Cl)s2)cc1,?,6,7.1µM*,?
CCCCCc1c(C)nc(NCc2ccccc2)[nH]c1=O,-2%,0,1%,-9
Cc1ccc(NC(=O)CSc2nnc(-c3cnccn3)n2Cc2ccco2)cc1C,-1%,2,2%,-5
O=C(CSc1ncnc2ccccc12)N1CCCC1,2%,-3,12%,-8
Cc1oc(=O)c(NC(=O)c2cccc(Cl)c2)cc1C(=O)c1ccccc1,-27%,3,-21%,40
O=C(Nc1ccc(F)cc1)C(Sc1nc2ccccc2[nH]1)c1ccccc1 (stereo not given),·,·,-2%,-13
CCCc1nnc(NC(=O)c2c(O)c3cccc4c3n(c2=O)CCC4)s1,18%,-4,-3%,-25

# Rewritten with two lines to a compound: part of the list above.
# Each structure is followed by: 15-hLO-2 inh | IMPase cell inh | 12-hLO inh | PNC assembly inh
> Cc1oc(=O)c(NC(=O)c2cccc(Cl)c2)cc1C(=O)c1ccccc1
→ -27% | 3 | -21% | 40
> O=C(Nc1ccc(F)cc1)C(Sc1nc2ccccc2[nH]1)c1ccccc1 (stereo not given)
→ · | · | -2% | -13

# (listing goes on)
SMILES,15-hLO-2 inh,IMPase cell inh,12-hLO inh,PNC assembly inh
CC(=NCC1CCCO1)c1c(O)[nH]c(=O)[nH]c1=O (stereo not given),19%,-5,-1%,-22
CN(C(=O)c1cccc(Nc2ccc(-c3ccc4c(c3)OCCO4)nn2)c1)C1CCCCC1,·,8,-6%,-22
CCOC(=O)C1CCCN(C(=O)CSc2ccccc2)C1 (stereo not given),·,·,-2%,48
O=S(=O)(c1cnccc1N1CCN(CCO)CC1)N1CCCC1,-4%[11.4 µM],·,-2%[11.4 µM],·
O=C(O)c1ccc(S(=O)(=O)N2CCCCCC2)cc1,1%,-8,5%,14
Cc1ccnc(NC2(C(F)(F)F)N=C(c3ccccc3)NC2=O)c1 (stereo not given),-5%,3,5%,17
CCOc1ccc2c(c1)-c1c(ssc1=S)C(C)(C)N2C,?,1,-23%,-22
N#CCCN(CCC#N)c1nnc(-c2ccccc2)s1,1%,4,1%,15
C/C=C(\C)CN1CCc2cc(OC)c(OC)cc2C1,-1%,11,15%,1
Cc1ccc(SCCC(=O)N(C)C)cc1,-1%,7,-1%,?
CCOc1cc(CNc2ncc(-c3ccc(OC)cc3)n2C)ccc1O,-2%,-4,-7%,50
COc1ccc(C(=O)OCC(=O)NCc2ccc3c(c2)OCO3)cc1[N+](=O)[O-],·,2,-1%,-107*
CCCCOC(=O)C1=C(C)Nc2ncnn2C1c1cccc(OC)c1 (stereo not given),6%,0,-4%,?
O=C(Nc1ccc(-n2cnnn2)cc1)C1CCC1,2%,5,6%,-25
Cc1cc(NC(c2ccc(Cl)cc2)c2ccc3cccnc3c2O)no1 (stereo not given),34%[activator],5,-21%,?
COc1ccc(CNC(=O)C(c2ccco2)N(Cc2ccccc2)C(=O)Cc2cccs2)cc1 (stereo not given),·,9,-3%,-13
Cc1ccc(C)c(SCc2noc(C(=O)NCC3CCCO3)c2C(=O)O)c1 (stereo not given),-5%,6,-7%,-25

# This is a subset; the hit share may differ from the screen's.
